High-throughput results from PubChem BioAssay.
VIM-2 inh = inhibitors of Pseudomonas aeruginosa VIM-2 metallo-beta-lactamase; 290,000 tested, 0.89% active; AID 1527; inhibition, % at 5.6 µM; purified VIM-2, nitrocefin hydrolysis, epi-absorbance fluorescence;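 active = inhibition above the mean of all tested compounds plus 3 SD, cutoff set per screening run, cut at about 7.5% in these data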;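 also: red hydrolysis product quenches plate fluorescence so inhibitors raise well fluorescence; 0% = enzyme with DMSO and 100% = DMSO without enzyme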
HCV NS3 hel inh = inhibitors of Hepatitis C virus NS3 helicase; NS3 helicase DNA unwinding, Cy5 molecular beacon fluorescence; inhibition, % at 10.9 µM; 290,000 tested, 0.56% active;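 active = inhibition above the mean of all tested compounds plus 3 SD, set per campaign, cut at about 35% in these data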;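 also: 0% = DMSO wells and 100% = thioflavine S control wells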
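assay system = NS3 helicase fragment of HCV | buffer or medium = MOPS pH 6.5, MgCl2, DTT, Tween20, BSA | timing = 60 min unwinding reaction at 25 °C after ATP addition | signal = Cy5 beacon fluorescence read at start and 1 h | read-out basis = % inhibition of unwinding | control set = low DMSO, high thioflavine S at 110 µM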
IDE act = IDE (human) activation, cell-based | HEK cells, FAbeta-B cleavage, fluorescence polarization; 0% vehicle, 100% cell-free pure enzyme wells | activation, % at 5.96 µM | 340,000 tested, 0.073% active | AID 493087;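 active = activation above the mean of all tested compounds plus 3 SD, set per screening campaign, cut at about 17% in these data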
IMP-1 inh = inhibitors of Pseudomonas aeruginosa IMP-1 metallo-beta-lactamase; purified IMP-1, nitrocefin hydrolysis, epi-absorbance fluorescence; inhibition, % at 5.6 µM; 290,000 tested, 0.45% active; AID 1556;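 active = inhibition above the mean plus 3 SD of all compounds in the same screening run, cut at about 4.5% in these data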;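 also: 0% = IMP-1 with DMSO and 100% = DMSO wells lacking enzyme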
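Assay system: purified IMP-1; Quantity: IMP-1 0.2 nM before substrate addition; Medium: HEPES buffer pH 7.1 with ZnSO4 and Brij 35; Incubation: 15 min enzyme–compound preincubation, then 25 min nitrocefin reaction, 25 °C; Signal: fluorescence quenching readout, ex 480/em 530 nm; Controls: DMSO with and without IMP-1; Repeats: singlicate testing.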
DNA FID counter = displaces DNA intercalator in HCV helicase counter-screen | DNA fluorescent intercalator displacement, fluorescence | inhibition, % at 7.9 µM | 290,000 tested, 0.17% active | AID 1845; in the data active = inhibition above about 37%;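 also: 0% = vehicle and 100% = reference compound; higher means more ethidium bromide displaced from hairpin DNA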
PHOSPHO1 inh = PHOSPHO1 (human) inhibition. 290,000 tested, 1.1% active. AID 1565. recombinant PHOSPHO1, absorbance phosphatase assay. inhibition, % at 13.3 µM; in the data active = inhibition above about 60%
Target sequence (Q8TCT1 whole entry, looked up): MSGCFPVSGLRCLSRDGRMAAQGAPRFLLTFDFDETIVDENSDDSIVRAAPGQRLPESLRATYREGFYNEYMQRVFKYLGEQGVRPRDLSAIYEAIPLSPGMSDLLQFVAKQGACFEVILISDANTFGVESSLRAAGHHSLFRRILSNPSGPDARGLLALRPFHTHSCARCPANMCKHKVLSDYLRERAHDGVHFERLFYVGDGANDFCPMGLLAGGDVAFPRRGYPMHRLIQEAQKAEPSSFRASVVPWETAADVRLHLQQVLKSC
SUMO HTRF inh = SUMOylation inhibition. HTRF SUMOylation assay, SAE1/SAE2 + UBC9, in vitro. 290,000 tested, 0.36% active. AID 2006. inhibition, % at 35 µM. P63279; in the data active = inhibition above about 50%, passing the limit was not always enough; also: strong numbers were not always called active
Target sequence (P63279 whole entry, looked up): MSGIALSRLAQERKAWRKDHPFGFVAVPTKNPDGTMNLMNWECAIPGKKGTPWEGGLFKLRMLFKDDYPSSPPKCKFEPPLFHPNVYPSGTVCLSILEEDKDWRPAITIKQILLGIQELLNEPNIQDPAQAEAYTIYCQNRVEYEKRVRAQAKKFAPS
pCIP destab = p/CIP protein destabilization; Q05BA5; AID 1984; decrease of EGFP signal, % at 10 µM; F442A p/CIP-EGFP cells, EGFP fluorescence, 16 h; 290,000 tested, 0.01% active;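 active = EGFP signal decrease of at least 30% at 10 µM or well 3 SD below plate mean, unless failing retest; inactive = the rest, including hits failing retest or dose response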; also: some compounds called inactive have numbers as strong as hits; many of its hits are not listed in these tables
MEKK3 PB1 HTS = MEKK3-MEK5 PB1 interaction, increase or decrease; Q99759; bead-based flow cytometry, Alexa488-MEK5 binding to MEKK3; actives lie on both sides; 0 = blocked by unlabeled MEK5, 100 = vehicle; binding response (% of control), % at 10 µM; 290,000 tested, 1.4% active;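 active = binding response more than 3 SD above or below the average of its plate-row segment, actives on both sides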;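 also: Alexa488 bead fluorescence after subtracting the streptavidin-only scavenger bead signal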
Target sequence (Q99759 whole entry, looked up): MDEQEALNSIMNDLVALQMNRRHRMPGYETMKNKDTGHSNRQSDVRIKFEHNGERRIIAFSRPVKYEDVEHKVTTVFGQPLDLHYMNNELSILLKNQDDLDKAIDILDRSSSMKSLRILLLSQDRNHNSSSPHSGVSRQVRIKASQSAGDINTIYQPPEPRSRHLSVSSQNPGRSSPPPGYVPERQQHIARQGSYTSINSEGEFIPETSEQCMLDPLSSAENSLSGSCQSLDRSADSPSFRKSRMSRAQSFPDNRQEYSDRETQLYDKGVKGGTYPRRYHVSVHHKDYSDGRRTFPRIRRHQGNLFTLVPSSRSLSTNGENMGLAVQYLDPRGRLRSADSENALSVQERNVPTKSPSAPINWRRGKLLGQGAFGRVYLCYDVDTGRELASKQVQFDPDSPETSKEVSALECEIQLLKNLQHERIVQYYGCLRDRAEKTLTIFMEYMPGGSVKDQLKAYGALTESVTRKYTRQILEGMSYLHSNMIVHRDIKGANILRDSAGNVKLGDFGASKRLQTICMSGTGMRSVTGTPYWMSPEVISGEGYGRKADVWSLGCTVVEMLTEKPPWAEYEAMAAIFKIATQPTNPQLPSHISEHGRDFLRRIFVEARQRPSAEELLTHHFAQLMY
An asterisk follows results filed as active; nt = not tested or not shown.

item	SMILES	IDE act	IMP-1 inh	SUMO HTRF inh	HCV NS3 hel inh	DNA FID counter	MEKK3 PB1 HTS	VIM-2 inh	PHOSPHO1 inh	pCIP destab
1	COc1ccc(C2/C(=C(/O)c3ccc(C)cc3)C(=O)C(=O)N2C)cc1 (configuration not stated)	6	-4.1	2	12	-9	105	-2.9	1	-3
2	CCOC(=O)C1=NN(c2ccc(OC)cc2)C2C(=O)N(c3ccccc3OC)C(=O)C12 (configuration not stated)	-1	-1.0	24	-1	-25	73	-2.9	-1	-5
3	C=CCc1ccc(OCCCCNC(C)CC)c(OC)c1 (configuration not stated)	3	-0.8	-7	-4	11	97	-1.0	0	-14
4	CN(C(=O)c1cccs1)c1ccccc1C(=O)O	7	-1.4	12	-3	6	91	-1.5	29	-1
5	O=C(Nc1ccc(-c2nc3ccccc3o2)cc1)c1cc(-n2cnnc2)ccc1Cl	-7	-2.0	0	-5	-24	102	-5.7	-23	2
6	O=c1cccccc1NN=C1CCCCC1	4	-0.5	11	17	-5	96	0.1	14	6
7	COc1cccc(CNC(=O)Cn2nc(C)c3c(C)n(-c4ccc(C)cc4)nc3c2=O)c1OC	3	-2.8	2	-3	-48	104	-1.5	38	-5
8	O=C(COc1ccccc1Cl)Nn1cnnc1	4	-2.9	7	2	-2	99	-1.2	9	-1
9	COc1ccc(S(=O)(=O)N2CCC(C(=O)NCC3CCCCC3)CC2)cc1	-4	-2.8	6	-1	-40	102	-4.2	26	-3
10	CCCCNC(=O)CN(C1CCCCC1)S(C)(=O)=O	2	-2.0	11	1	-2	99	-0.5	-10	-2
11	Cc1cccc(C2N=C(N)Nc3nc4ccccc4n32)c1 (configuration not stated)	2	-3.8	14	-10	-4	98	-0.9	46	-8
12	O=C(CSc1nnc(NC(=O)Cc2ccccc2)s1)NCC1CCCO1 (configuration not stated)	2	-1.3	-19	-1	-9	100	-0.9	-4	6
13	Cc1cc(NC(=O)c2cc(C3CC3)on2)n(-c2ccccc2)n1	1	-3.9	-4	3	-7	107	-3.0	-10	8
14	Nc1ncnc2nc(SCCC(=O)O)[nH]c12	1	-0.8	-7	3	2	80	-2.5	38	-10
15	O=C(O)CCNC(=O)c1ccc(NC(=O)C(c2ccccc2)c2ccccc2)cc1	-1	-0.9	-27	-4	-24	98	-0.1	nt	4
16	N/C(=N\O)C1COc2ccccc2O1 (configuration not stated)	3	-1.9	10	-3	2	97	-0.6	22	0
17	CCCCC(=O)NC(c1ccco1)c1cc(Cl)c2cccnc2c1O (configuration not stated)	-1	-2.8	-19	3	-25	96	-2.5	-8	-13
18	Cc1c(C2Nc3ccccc3C(=O)N2O)cnn1C (configuration not stated)	7	-2.2	-2	-2	1	99	-0.1	-7	-2
19	Cc1ccc(C)c(NC(=O)C(Sc2nnc(-c3cccs3)o2)c2ccccc2)c1 (configuration not stated)	1	-3.7	-11	5	0	102	-3.3	6	-3
20	Cc1nc2sc(C(c3cccs3)N3CCN(Cc4ccccc4)CC3)c(O)n2n1 (configuration not stated)	5	-2.7	2	-6	-18	104	-3.1	-8	-6
21	CCCCOc1ccc(N=Cc2ccc[nH]2)cc1	6	-1.1	6	2	-1	105	-0.8	8	-7
22	Cc1ccc2cc(CN(c3ccccc3)S(=O)(=O)c3ccccc3)c(=O)[nH]c2c1	0	0.7	2	-12	-11	103	-1.1	28	-11
23	O=c1[nH]c(CSc2nnc(-c3ccccc3)n2-c2ccccc2)nc2ccccc12	-5	0.1	18	-9	-11	95	-1.6	-15	-7
24	COc1ccc(Cc2n[nH]c(=S)o2)cc1	4	-2.5	2	2	1	97	0.0	-59	10

Compound profiles, from the list above. Values in the order: IDE act | IMP-1 inh | SUMO HTRF inh | HCV NS3 hel inh | DNA FID counter | MEKK3 PB1 HTS | VIM-2 inh | PHOSPHO1 inh | pCIP destab
Cc1ccc2cc(CN(c3ccccc3)S(=O)(=O)c3ccccc3)c(=O)[nH]c2c1 is listed as 0 | 0.7 | 2 | -12 | -11 | 103 | -1.1 | 28 | -11
Cc1cc(NC(=O)c2cc(C3CC3)on2)n(-c2ccccc2)n1 is listed as 1 | -3.9 | -4 | 3 | -7 | 107 | -3.0 | -10 | 8
Cc1c(C2Nc3ccccc3C(=O)N2O)cnn1C (configuration not stated) is listed as 7 | -2.2 | -2 | -2 | 1 | 99 | -0.1 | -7 | -2

Carrying on.
item	SMILES	IDE act	IMP-1 inh	SUMO HTRF inh	HCV NS3 hel inh	DNA FID counter	MEKK3 PB1 HTS	VIM-2 inh	PHOSPHO1 inh	pCIP destab
25	CCCc1c(C(=O)N/N=C/c2ccc(C)s2)nnn1-c1nonc1N	3	-1.1	10	6	-5	97	-2.4	-22	7
26	Fc1cccc(Cl)c1/C=N/Nc1ccccn1	0	-2.6	14	-8	-1	99	-2.0	42	1
27	CC(=O)Oc1oc(-c2ccccc2)nc1/C=N/c1ccccn1	-1	-2.9	12	4	0	nt	0.9	15	-15
28	Cc1ccc(C)c(Nc2c(F)c(F)c(F)c(F)c2C(=O)O)c1	-1	-2.4	6	25	-18	121	-2.8	23	-6
29	COCc1[nH][nH]c(=O)c1C=Nc1ccccc1	4	-1.4	11	-5	5	nt	0.0	6	-13
30	O=C(CN1C(=O)S/C(=C\c2cc(Cl)c(O)c(Cl)c2)C1=O)Nc1ccccc1	-26	2.8	-3	25	15	101	3.0	10	-16
31	O=C(NC1=NCCS1)c1csc2ccccc12	0	-2.1	3	0	-3	98	-3.7	1	7
32	COC(=O)c1cccc(NC(=O)c2ccc3c(c2)C(=O)N(Cc2cccnc2)C3=O)c1C	-2	0.6	6	-1	-36	99	-2.8	30	1
33	COc1ccccc1NC(=O)c1c[nH]c2ccccc12	-2	-2.2	-14	3	-2	102	-1.8	nt	12
34	O=[N+]([O-])c1ccc(CNC2CCCc3ccccc32)cc1 (configuration not stated)	1	-1.4	-9	5	19	102	-3.6	44	-8
35	S=C1NCCOCCNC(=S)NCCOCCOCCN1	0	-2.9	-1	-4	7	98	-5.5	41	-15
36	COc1cc2c(cc1OC)CN(C(=O)COc1ccc(C)c(C)c1)CC2	4	-1.9	6	-6	-25	102	-0.8	19	-3
37	CCC(C)N1CCN(S(=O)(=O)Cc2ccccc2)CC1 (configuration not stated)	3	-0.8	1	1	1	97	-0.5	27	-8
38	CCOC(=O)C1CCN(c2c(Nc3cc(C)cc(C)c3)c(=O)c2=O)CC1	7	-2.6	19	8	-30	93	-3.0	20	-3
39	CCOC(=O)c1c(-c2ccccc2)nnn1-c1nc(OC)nc(N2CCOCC2)n1	4	-1.7	9	7	-3	106	-1.3	11	-5
40	CCN(CC)S(=O)(=O)c1ccc(NC(=O)c2nc3nc(C)cc(C)n3n2)cc1	nt	-2.7	-22	6	-18	95	-2.4	44	-7
41	CCOc1cc(/C=N/NC(=O)c2nnn(-c3nonc3N)c2C)ccc1OCc1ccc(F)cc1	6	-0.7	15	-5	-15	100	-2.5	33	0
42	O=C(CCCc1ccccc1)NCc1ccc(Cl)cc1	2	-2.9	2	3	-17	103	-1.9	14	0
43	COCC1CCN(C(=O)c2cc(COc3ccc(-n4cncn4)cc3)on2)CC1	-4	-1.9	18	5	-39	105	-2.3	58	-12
44	CC(=O)N[C@@H](C)C(=O)OC(C)C(=O)Nc1cccc([N+](=O)[O-])c1 (some centres not stated)	9	-1.2	0	-6	4	113	2.5	13	-2
45	Clc1ccc(OCCCn2ccnc2)c(Br)c1	2	-0.4	16	-11	15	95	-2.3	11	1
46	O=C1c2ccccc2C(=O)N1c1cc([N+](=O)[O-])ccn1	2	1.0	4	-6	3	101	0.1	34	-10
47	FC(F)(F)c1ccccc1NC(=S)Nc1cccc(Cl)c1	1	-1.8	2	-1	2	97	-0.2	32	-8
48	CCCCOC(=O)c1ccc(OC(=O)c2cccnc2)cc1	1	-2.6	-14	-2	-6	91	-2.3	10	-5
49	Clc1cccc(NCc2nnc(SCc3ccccc3)o2)c1	1	-2.1	2	-7	-15	97	-1.7	29	-2
50	O=C(CNS(=O)(=O)c1cccs1)NCCc1ccc(Cl)cc1	-1	1.4	8	11	-7	102	-3.9	35	-12
51	CCCCCn1c(CNC(=O)CC)nc2ccccc21	5	-3.8	3	1	-12	102	-1.1	5	8
52	O=C1/C(=C/c2ccc(F)cc2)SC(=S)N1CCCC(=O)N1CCCCC1CCO (configuration not stated)	-11	-3.2	8	-13	-60	106	-0.6	38	-74
53	O=C(NCCc1nnc2ccc(N3CCCCCC3)nn12)c1ccccc1	7	-0.7	34	-8	-40	99	0.0	25	-7
54	CCN(CC)/C(Sc1ccccc1)=C(/C(Cl)=C(Cl)Cl)[N+](=O)[O-]	-2	-2.5	32	-9	2	100	-1.4	-15	2
55	COc1cccc(C(=O)NCC(=O)NNc2ncnc(N)c2[N+](=O)[O-])c1	3	-2.4	-2	-1	3	103	-1.8	44	-6
56	CCOC(=O)c1cnc(SC)nc1Sc1ccccc1Cl	-2	-3.4	9	-8	-9	105	-2.9	5	-17
57	CC(C)NC(=O)c1ccccc1NC(=O)CS(=O)(=O)Cc1ccccc1	5	0.2	4	2	-4	83	-0.6	10	6
58	COCCOC(=O)C1=C(C)NC(=O)NC1c1cccc2ccccc12 (configuration not stated)	-6	-1.1	-14	2	-16	95	1.5	39	-1
59	CC(C)(CNC(=O)CO/N=C1/C=C2CCC3C(C(O)C[C@@]4(C)C3CC[C@]4(O)C(=O)CO)[C@@]2(C)CC1)C(O)C(=O)O (some centres not stated)	1	0.8	6	9	-36	104	0.6	19	3
60	COc1ccc(/C=C/C(=O)O)cc1S(=O)(=O)NC1CCS(=O)(=O)C1 (configuration not stated)	-2	-3.1	23	5	2	104	-5.8	4	-15
61	O=C(NCC(c1cccs1)N1CCOCC1)c1ccc(Br)o1 (configuration not stated)	-2	-5.1	6	-6	-5	101	-2.2	12	-10
62	COc1cc(S(=O)(=O)N2CCOCC2)ccc1NC(=O)COC(=O)C12CC3CC(CC(C3)C1)C2	4	-2.1	-3	0	-6	101	1.8	-20	-15
63	CC(C(=O)Nc1ccccc1-c1ccccc1)N1CCN(C(=O)c2ccccc2)CC1 (configuration not stated)	3	-1.8	-1	-13	-42	100	-3.0	25	-3
64	Cc1nc2sc(C(c3ccc(F)cc3)N3CCOCC3)c(O)n2n1 (configuration not stated)	1	-3.9	20	15	-4	101	-3.1	25	-7
65	COc1ccccc1-c1ccc(/C=N/O)o1	nt	-3.5	10	7	-3	108	0.0	4	-5
66	COc1ccc(C(=O)OCc2cc3cccc(C)c3[nH]c2=O)cc1	0	0.8	3	-1	2	90	-0.1	-4	-3
67	Cc1cc(SCC(=O)OC/C(O)=C(\C#N)c2nc3ccccc3[nH]2)c(C)cc1Br	2	-1.9	55*	26	-6	102	4.5	34	-1
68	COCCNC(=O)CCCn1c(=O)c2ccccc2n(Cc2ccccc2C#N)c1=O	-1	-4.0	10	-2	-23	102	2.1	51	4
69	COc1ccc(-n2nnnc2SCC(=O)N2C(C)CCCC2C)c(OC)c1 (configuration not stated)	-3	-1.9	1	-11	-21	89	1.6	3	10
70	C=CCn1c(SCC(=O)Nc2cc(C)on2)nc2c([nH]c3ccccc32)c1=O	0	-2.6	13	11	-9	97	-0.1	38	-1

A portion of the library (hit frequency here may not be typical).
